MEKK3 PB1 HTS: MEKK3-MEK5 PB1 interaction, increase or decrease. Q99759. bead-based flow cytometry, Alexa488-MEK5 binding to MEKK3; actives lie on both sides; 0 = blocked by unlabeled MEK5, 100 = vehicle. binding response (% of control), % at 10 µM. 290,000 compounds, 1.4% hits. AID 1529;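 active = binding response more than 3 SD above or below the average of its plate-row segment, actives on both sides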;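 note: Alexa488 bead fluorescence after subtracting the streptavidin-only scavenger bead signal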
OXTR ag: activates the human oxytocin receptor. CHO-OTR cells, Fluo-8 calcium fluorescence; normalized: DMSO 0%, oxytocin 100%. activation, % at 3 µM. 320,000 compounds, 0.32% hits;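 active = activation above the mean of all tested compounds plus 3 SD, cutoff set per screening run, cut at about 20% in these data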;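 note: peak over basal fluorescence ratio from a 100 s FLIPR kinetic read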
NALP1 yeast inh: blocks the NALP1 inflammasome reconstituted in yeast; 280,000 compounds, 0.61% hits; S. cerevisiae NALP1/ASC/caspase-1 growth, X-gal OD620, 72 h; inhibition, % at 10 µM; in the data active = inhibition mostly above about 24%, no sharp cut-off; inactive = mostly below about 32%; note: some compounds called inactive have numbers as strong as hits
PHOSPHO1 inh: blocks human PHOSPHO1 phosphatase activity | recombinant PHOSPHO1, absorbance phosphatase assay | inhibition, % at 13.3 µM | 290,000 compounds, 1.1% hits | AID 1565; in the data active = inhibition above about 60%
Target sequence (Q8TCT1 whole entry, looked up): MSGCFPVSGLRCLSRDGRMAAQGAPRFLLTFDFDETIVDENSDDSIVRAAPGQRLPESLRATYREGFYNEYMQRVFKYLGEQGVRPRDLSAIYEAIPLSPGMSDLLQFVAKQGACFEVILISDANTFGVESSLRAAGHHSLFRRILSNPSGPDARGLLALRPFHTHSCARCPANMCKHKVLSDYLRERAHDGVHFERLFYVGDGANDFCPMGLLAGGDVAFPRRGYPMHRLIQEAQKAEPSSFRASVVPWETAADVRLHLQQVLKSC
MEKK2 WT-MEK5: raises or lowers MEK5 binding to wildtype human MEKK2 PB1 domain; Q9Y2U5; bead flow cytometry, Alexa488-MEK5 binding to MEKK2 WT; actives lie on both sides; binding response (% of control), % at 10 µM; 290,000 compounds, 1.1% hits; AID 1531; in the data active = binding response below about 67% or above about 130%
MEKK2mut PB1 HTS: signal of MEK5 binding to mutant human MEKK2 PB1 domain. percent response, % at 10 µM. bead flow cytometry, Alexa488-MEK5 binding to MEKK2 mutant. 290,000 compounds, 0.35% hits. AID 1530; in the data active = percent response above about 24%, passing the limit was not always enough; note: inactives centre near 1; some results filed as inactive read as strong as hits; reference of the scale not given here
GPR7 antagonist: human neuropeptides B/W receptor 1 antagonism; P48145; GPR7-expressing cells, fluorescence antagonist assay; inhibition, % at 4.4 µM; 290,000 compounds, 1.1% hits; AID 1861; in the data active = inhibition above about 16%, passing the limit was not always enough;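 note: cells stimulated with the agonist NPW; 0% = agonist with vehicle and 100% = vehicle without agonist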
V1R ag counter: counter-screen for oxytocin receptor agonists: human V1a receptor agonists. CHO-V1R cells, Fluo-8 calcium fluorescence, agonist mode; 0% DMSO, 100% 3 nM vasopressin. P37288. AID 2797. activation, % at 3 µM. 320,000 compounds, 0.25% hits;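 active = activation above the mean activation of all tested compounds plus 3 SD, per screening run, cut at about 20% in these data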;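 note: signal is peak over basal fluorescence ratio across a 100 second FLIPR read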
Target sequence (P37288 whole entry, looked up): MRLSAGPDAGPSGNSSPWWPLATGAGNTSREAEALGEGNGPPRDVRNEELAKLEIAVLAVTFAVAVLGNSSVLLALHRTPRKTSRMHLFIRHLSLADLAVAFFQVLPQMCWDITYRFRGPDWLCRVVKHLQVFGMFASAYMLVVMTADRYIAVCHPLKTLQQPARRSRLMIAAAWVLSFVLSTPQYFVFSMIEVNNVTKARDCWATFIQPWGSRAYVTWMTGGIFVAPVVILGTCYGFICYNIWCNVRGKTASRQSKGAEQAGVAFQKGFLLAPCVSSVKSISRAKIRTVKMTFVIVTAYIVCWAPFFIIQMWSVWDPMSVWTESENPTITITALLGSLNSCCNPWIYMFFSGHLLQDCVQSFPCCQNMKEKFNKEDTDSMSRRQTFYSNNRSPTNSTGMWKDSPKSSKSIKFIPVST
GalR3 antagonist: blocks the human galanin receptor 3. AID 651719. HEK293 GalR3-CNG cAMP membrane potential fluorescence; galR3 body fused to GalR1 C-terminus. O60755. 360,000 compounds, 0.44% hits. inhibition, % at 3 µM;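 active = inhibition above the screen-wide average plus 3 SD, cut at about 13% in these data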;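 note: forskolin and galanin both at EC90 stimulate the cells; cAMP rise reported by CNG channel membrane potential dye signal; 0% = forskolin plus galanin with DMSO and 100% = forskolin alone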
Target sequence (O60755 1-299 limits assumed): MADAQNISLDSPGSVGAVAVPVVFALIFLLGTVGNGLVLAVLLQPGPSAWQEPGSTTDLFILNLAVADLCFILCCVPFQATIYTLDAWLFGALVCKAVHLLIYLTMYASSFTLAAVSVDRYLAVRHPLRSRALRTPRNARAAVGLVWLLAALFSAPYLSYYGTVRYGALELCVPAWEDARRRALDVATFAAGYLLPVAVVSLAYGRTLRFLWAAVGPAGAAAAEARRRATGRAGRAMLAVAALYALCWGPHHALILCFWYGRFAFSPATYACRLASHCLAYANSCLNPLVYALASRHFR
* = called active by the depositor; · = not tested or not shown; [ ] = another dose, or the depositor's remark.

Below each SMILES: MEKK3 PB1 HTS	OXTR ag	NALP1 yeast inh	PHOSPHO1 inh	MEKK2 WT-MEK5	MEKK2mut PB1 HTS	GPR7 antagonist	V1R ag counter	GalR3 antagonist
CCOC(=O)C1CCCN(C(=O)CNS(=O)(=O)c2ccc(Br)s2)C1 (configuration not stated)
→ 98.0	1.1	-89.5	-22.9	102.0	4.0	-15.1	2.9	-7.1
Cc1cccc(NC(=O)CN2C(=O)S/C(=C\c3ccc(-c4cccc(C(=O)O)c4C)o3)C2=O)c1
→ 102.0	-0.3	7.9	53.4	98.0	-1.0	-6.5	-0.3	2.1
O=C(CN1CCN(CCC(=O)Nc2ccccc2F)CC1)Nc1ccc(Cl)cc1
→ ·	0.6	10.1	2.3	·	·	-1.6	-0.4	4.1
O=C(OCCCc1ccncc1)c1ccc(S(=O)(=O)N2CCOCC2)cc1
→ 101.0	1.1	-2.1	-36.1	99.0	1.0	-7.9	2.1	-0.2
C/C(CC(=O)NCc1ccco1)=N\NC(=O)c1ccc([N+](=O)[O-])cc1Cl
→ 97.0	0.2	6.2	28.0	99.0	4.0	-6.9	-0.1	-8.4
O=C(CSc1nnc2c(n1)[nH]c1ccccc12)Nc1ccc(N2CCOCC2)cc1
→ 72.0	-0.1	9.4	-62.7	75.0	-18.0	15.5	1.2	-6.9
CC1(C)CC(=O)C2=C(C1)Nc1[nH]n(-c3ccccc3)c(=O)c1C2c1ccc2c(c1)OCO2 (configuration not stated)
→ 105.0	·	2.6	-11.1	95.0	-2.0	-11.7	·	-5.5
O=c1c2ccccc2ncn1-c1ccc(Cl)c(Cl)c1
→ 104.0	-1.1	-3.2	9.2	107.0	2.0	5.8	-0.9	-2.8
Cc1ccc2nc(-c3ccc(NC(=O)Cc4cccs4)cc3)[nH]c2c1
→ 99.0	-0.6	8.6	40.7	101.0	2.0	0.3	0.6	1.6
CSc1nnc(CNC(=O)C23CC4CC(CC(C4)C2)C3)n1Cc1ccccc1
→ 102.0	-0.1	30.3	-20.6	104.0	9.0	-4.5	-0.6	-4.3
Nc1nc(C2CC2)c(Sc2sc(N)nc2C2CC2)s1
→ 103.0	24.6*	4.5	20.2	105.0	9.0	6.7	25.1*	-2.7
O=C(CN1CCN(CC(=O)Nc2ccc(-c3ccccc3)cc2)CC1)Nc1ccc(F)cc1
→ 100.0	0.2	15.7	22.8	99.0	3.0	-14.1	0.1	-9.4
COc1ccccc1C(=O)NC(=O)COC(=O)/C(=C/c1ccccc1)NC(C)=O
→ 102.0	-1.4	12.9	36.6	107.0	6.0	-24.8	-0.8	2.3
O=C(CN(c1ccc(F)cc1)S(=O)(=O)c1ccc2c(c1)OCCO2)Nc1ccc2c(c1)OCO2
→ 103.0	0.0	28.0	7.1	103.0	5.0	1.4	7.9	-0.6
CC(=O)c1ccccc1OCC(O)CN1CCN(c2ccccn2)CC1 (configuration not stated)
→ 98.0	0.4	-10.7	12.6	98.0	-6.0	21.9	-0.3	2.0
O=C(Nc1ccnn1C1CCN(Cc2ccc(CO)o2)CC1)c1ccccc1Cl
→ 106.0	0.1	5.4	28.7	109.0	7.0	-2.6	0.1	-3.0
Cc1cccc(NC(=O)CCC2CCN(Cc3nccs3)CC2)c1
→ 101.0	0.0	-10.8	43.5	101.0	-2.0	-4.9	1.3	-8.0
COc1ccccc1NC(=O)C(C)NC(c1ccccc1)c1ccccc1 (configuration not stated)
→ 109.0	-0.9	21.6	14.2	108.0	8.0	-4.2	0.1	-3.0
O=C(NN1C(=O)C2C3C=CC(O3)C2C1=O)c1cccc(Br)c1 (configuration not stated)
→ 77.0	0.1	4.0	34.2	78.0	-17.0	4.2	-0.2	-5.9
Cc1ccc(C(=O)OCC(=O)c2ccccc2)cc1
→ 102.0	-0.8	-1.6	33.5	105.0	3.0	-4.2	1.4	-4.7
COc1cc(NS(=O)(=O)c2ccc(F)cc2)c(C(=O)O)cc1OC
→ 103.0	0.5	-4.0	7.6	107.0	4.0	14.5	0.5	-2.8
CC(C)(C)C(=O)Nc1ccnn1C1CCN(C(=O)c2ccc(Cl)cc2F)CC1
→ 98.0	-0.4	18.4	22.6	100.0	1.0	-16.4	0.0	0.0
Cc1cc(C)n(-c2ccc3nnc(C)n3n2)n1
→ 101.0	0.4	1.0	15.0	100.0	2.0	-10.1	0.3	1.6
CC(=O)c1c(C)n(-c2cccc(Cl)c2)c2ccc(O)cc12
→ 105.0	-0.9	24.9	29.9	103.0	2.0	15.4	2.3	0.4
COc1ccccc1CNC(=O)C(=O)NCC1OCCCN1S(=O)(=O)c1cccs1 (configuration not stated)
→ 101.0	-1.1	11.0	43.1	101.0	1.0	-13.7	0.1	-0.6
CC(=O)Nc1ccc(N(C(=O)c2ccco2)C(C(=O)NC2CCCCC2)c2ccccc2)cc1 (configuration not stated)
→ 102.0	-0.2	-10.8	36.2	104.0	4.0	-13.4	0.0	-10.5
Cc1cc(C)cc(NCc2cc(=O)oc3cc(C)c(O)cc23)c1
→ 101.0	7.5	6.4	22.9	96.0	1.0	21.2	7.0	-11.1
C=CCN(c1ccccc1)S(=O)(=O)c1cccc(C(=O)NCC2CCCO2)c1 (configuration not stated)
→ 103.0	-0.5	14.5	-32.4	111.0	5.0	-6.5	0.3	-3.8
Cc1sc2ncnc(N/N=C/c3ccccc3O)c2c1C
→ 102.0	-2.0	122.0	-24.5	104.0	-1.0	-11.7	4.1	-1.3
CCNc1cc(Nc2c(C)n(C)n(-c3ccccc3)c2=O)c([N+](=O)[O-])c2nonc12
→ 99.0	-0.5	1.9	-9.9	103.0	2.0	-13.8	1.3	-1.9

Next compounds follow:
Below each SMILES: MEKK3 PB1 HTS	OXTR ag	NALP1 yeast inh	PHOSPHO1 inh	MEKK2 WT-MEK5	MEKK2mut PB1 HTS	GPR7 antagonist	V1R ag counter	GalR3 antagonist
C#CCNC(=O)C1=C[C@@H](c2ccc3c(c2)OCO3)C[C@@H](OCCCCO)O1
→ 109.0	-0.2	·	·	101.0	1.0	·	-0.1	-1.1
Cc1cc(C2=NNC(=NCCc3ccccc3)SC2)c(C)n1CC1CCCO1 (configuration not stated)
→ 105.0	0.4	-18.7	39.7	150.0*	24.0	1.2	-0.5	-3.2
COc1ccc(CNC(=S)Nc2cccc(F)c2)cc1
→ 99.0	8.6	-9.1	·	99.0	-1.0	-0.7	9.0	4.7
CC1=NN(C(C#N)c2ccccc2C)C(c2ccccc2)C1 (configuration not stated)
→ 96.0	0.7	4.6	46.6	95.0	3.0	-11.6	0.4	3.2
Cc1ccc(N2C(N)=NC(N)=NC23CCCC3)c(C)c1
→ 103.0	0.3	16.0	-33.6	107.0	8.0	-8.5	0.4	4.0
COc1ccc(OCC(=O)NNC(=O)c2cccs2)cc1
→ 97.0	-0.4	-6.5	40.3	103.0	1.0	-4.9	1.5	0.5
O=C1NC2(Nc3ccccc31)C(=O)Nc1ccc(Br)cc12 (configuration not stated)
→ 98.0	1.0	23.3	20.3	101.0	0.0	-2.7	0.4	-1.0
Cc1ccccc1C(=O)NCCNC(=O)c1ccco1
→ 99.0	0.6	-2.5	39.2	97.0	0.0	7.8	0.5	-5.5
S=c1nc(-c2ccccc2)n(CCCn2ccnc2)c2c1CCCC2
→ 104.0	-0.1	3.8	-2.0	103.0	11.0	-1.3	-0.1	-2.2
O=C(CSc1ncnc2c1oc1ccccc12)Nc1nc2ccccc2s1
→ 118.0	0.0	32.5	-2.0	112.0	5.0	-10.8	0.1	-0.7
COc1ccc(N2CCN(S(=O)(=O)c3cccc4cccnc34)CC2)cc1
→ 116.0	1.1	-2.1	8.6	117.0	5.0	-6.0	1.7	1.7
O=C(CCc1nc(-c2ccc(Cl)cc2)no1)NCC1CCCO1 (configuration not stated)
→ 96.0	-0.4	-6.4	-25.8	98.0	-3.0	-4.4	0.6	-6.2
COc1cc(/C=C2/SC(=S)N(CCC(=O)Nc3ccccc3)C2=O)cc(OC)c1OC
→ 101.0	0.7	10.0	52.6	84.0	-5.0	-12.8	0.9	-1.7
CCNC(=O)C(Cc1ccccc1)NC(=O)OCc1ccccc1 (configuration not stated)
→ 110.0	-0.3	-5.1	1.2	94.0	-9.0	-1.1	-0.1	-1.4
CC1(C)Cc2c(C#N)c(N3CCCC3)nc(-c3ccco3)c2CO1
→ 100.0	-1.4	-10.4	-0.1	94.0	2.0	-5.8	-1.1	-3.4
Nc1c(C(=O)c2ccc(Cl)cc2)sc2nc3c(cc12)CCC3
→ 85.0	0.0	16.4	1.8	84.0	-3.0	3.0	-0.9	-1.5
CC(C)c1ccc(N(C)C(=O)Cc2c(C(=O)O)n(C)c3ccccc23)cc1
→ 1.0*[inhibitor]	-1.5	-6.4	9.8	-1.0*[inhibitor]	-15.0	-5.8	-0.6	-10.8
Cc1cc(S(=O)(=O)N2CCOCC2)ccc1OCC(=O)Nc1cccc(C(F)(F)F)c1
→ 103.0	0.9	9.1	36.0	102.0	1.0	-6.6	-0.1	-6.0

Filtered by structure, those above containing an aryl thioether with sulfur outside any ring.
Below each SMILES: MEKK3 PB1 HTS	OXTR ag	NALP1 yeast inh	PHOSPHO1 inh	MEKK2 WT-MEK5	MEKK2mut PB1 HTS	GPR7 antagonist	V1R ag counter	GalR3 antagonist
O=C(CSc1nnc2c(n1)[nH]c1ccccc12)Nc1ccc(N2CCOCC2)cc1
→ 72.0	-0.1	9.4	-62.7	75.0	-18.0	15.5	1.2	-6.9
CSc1nnc(CNC(=O)C23CC4CC(CC(C4)C2)C3)n1Cc1ccccc1
→ 102.0	-0.1	30.3	-20.6	104.0	9.0	-4.5	-0.6	-4.3
Nc1nc(C2CC2)c(Sc2sc(N)nc2C2CC2)s1
→ 103.0	24.6*	4.5	20.2	105.0	9.0	6.7	25.1*	-2.7
O=C(CSc1ncnc2c1oc1ccccc12)Nc1nc2ccccc2s1
→ 118.0	0.0	32.5	-2.0	112.0	5.0	-10.8	0.1	-0.7

Two compounds drawn at random from those above:
Below each SMILES: MEKK3 PB1 HTS	OXTR ag	NALP1 yeast inh	PHOSPHO1 inh	MEKK2 WT-MEK5	MEKK2mut PB1 HTS	GPR7 antagonist	V1R ag counter	GalR3 antagonist
O=C(CSc1ncnc2c1oc1ccccc12)Nc1nc2ccccc2s1
→ 118.0	0.0	32.5	-2.0	112.0	5.0	-10.8	0.1	-0.7
COc1ccc(OCC(=O)NNC(=O)c2cccs2)cc1
→ 97.0	-0.4	-6.5	40.3	103.0	1.0	-4.9	1.5	0.5

From PubChem BioAssay

Compounds as they come; overall some 5.4% were active at least once.
